XBP1 UPR activ: activators of adaptive arm of unfolded protein response (XBP1); CHO-XBP1 luciferase reporter, IRE1-XBP1 UPR activation, luminescence; percent of tunicamycin response, DMSO as zero; AID 463104; 330,000 tested, 0.33% active; activation, % at 20 µM;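 active = versus positive control, 20 µM dose yields 30% or more activation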;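 also: 100% = tunicamycin at 10 µg/mL and 0% = DMSO only wells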
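Assay system: IRE1-XBP1 luciferase reporter CHO line. Input: 1000 cells/well. Buffer or medium: F12 with 10% serum. Doses: 20 µM, 1% DMSO. Times: overnight seeding at 37 °C, 6 h compound treatment at 37 °C. Technique: Steady-Glo luciferase glow luminescence, 10 min after reagent addition.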
Mdm2 MdmX PPI: human Mdm2/MdmX binding inhibition; SaOS-2 split-luciferase Mdm2/MdmX complementation, luminescence; inhibition, % at 8 µM; 330,000 tested, 3% active;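 active = inhibition of at least 50% at 8 µM in the primary screen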
Target sequence (O15151 whole entry, looked up): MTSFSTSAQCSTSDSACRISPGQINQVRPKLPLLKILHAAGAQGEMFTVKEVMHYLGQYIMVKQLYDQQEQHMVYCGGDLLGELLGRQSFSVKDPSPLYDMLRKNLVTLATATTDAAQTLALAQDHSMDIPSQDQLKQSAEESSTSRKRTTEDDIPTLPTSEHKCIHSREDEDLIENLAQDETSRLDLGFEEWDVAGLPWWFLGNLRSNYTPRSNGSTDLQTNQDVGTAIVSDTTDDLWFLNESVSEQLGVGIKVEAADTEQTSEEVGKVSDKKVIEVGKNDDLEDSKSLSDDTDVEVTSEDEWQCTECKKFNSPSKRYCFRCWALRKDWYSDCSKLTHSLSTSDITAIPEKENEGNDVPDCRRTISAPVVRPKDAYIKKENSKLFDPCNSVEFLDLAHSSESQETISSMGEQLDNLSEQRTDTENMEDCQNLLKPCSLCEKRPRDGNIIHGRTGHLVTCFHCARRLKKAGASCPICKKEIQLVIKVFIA
Target sequence (Q00987 whole entry, looked up): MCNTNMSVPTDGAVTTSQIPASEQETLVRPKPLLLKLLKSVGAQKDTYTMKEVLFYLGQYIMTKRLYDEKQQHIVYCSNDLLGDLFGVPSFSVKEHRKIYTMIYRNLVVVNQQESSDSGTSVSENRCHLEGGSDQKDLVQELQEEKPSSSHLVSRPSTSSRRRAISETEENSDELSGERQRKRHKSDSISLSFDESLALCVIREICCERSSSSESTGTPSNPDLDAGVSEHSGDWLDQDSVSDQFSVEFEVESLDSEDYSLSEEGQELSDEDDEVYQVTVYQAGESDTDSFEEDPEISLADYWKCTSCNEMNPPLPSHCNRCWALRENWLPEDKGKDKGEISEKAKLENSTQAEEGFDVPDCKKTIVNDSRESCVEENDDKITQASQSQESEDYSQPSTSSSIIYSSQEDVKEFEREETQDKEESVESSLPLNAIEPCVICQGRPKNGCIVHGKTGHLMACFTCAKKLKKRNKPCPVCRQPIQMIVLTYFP
APJ antagonist: antagonists of human APJ apelin receptor; P35414; CHO-K1 APJ beta-arrestin complementation, luminescence; inhibition, % at 20 µM; 330,000 tested, 0.32% active;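 active = inhibition above about 40% at 20 µM, limit read from the data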;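 also: cells challenged with 10 nM apelin-13 agonist together with compound; plate controls were apelin-13 plus DMSO wells for no effect and DMSO wells lacking apelin-13 for full effect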
Jurkat NFkB inh: lowers PMA/ionomycin-induced NF-kB signal in Jurkat cells; PMA/ionomycin-induced NF-kB luciferase reporter, luminescence; inhibition, % at 4 µM; 330,000 tested, 0.53% active; in the data active = inhibition above about 50%
UPR CHOP act: apoptotic UPR (CHOP) activation | CHO-CHOP luciferase reporter, luminescence; percent of tunicamycin response over DMSO baseline | activation, % at 10 µM | 330,000 tested, 0.34% active | AID 449763;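 active = at 10 µM dose, activation of 40% or more, normalized to positive control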;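 also: 100% = tunicamycin at 10 µg/mL and 0% = DMSO alone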
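Test system: CHO-CHOP cells, stable luciferase reporter of PERK-eIF2a-CHOP signalling | Quantity: 500 CHO-CHOP cells per well | Buffer or medium: F12 plus 10% serum | Compound dosing: 10 µM single point, 0.5% DMSO | Schedule: 6 h compound treatment, 37 °C | Signal: Luciferase luminescence | Control set: Tunicamycin high control, DMSO low control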
tim23-1 inh: tim23-1 yeast growth inhibition; S. cerevisiae tim23-1 growth, BacTiter-Glo luminescence, 24 h; inhibition, % at 20 µM; 330,000 tested, 1.3% active;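 active = growth inhibition of the mutant yeast at or above 50%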;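 also: temperature-sensitive mutant grown at 25 °C; plate controls were DMSO-treated mutant yeast for no effect and medium wells lacking yeast for full effect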
APJ ag: activates the human apelin receptor APJ; activation, % at 20 µM; P35414; 330,000 tested, 0.11% active; AID 2520; CHO-K1 APJ PathHunter beta-arrestin, luminescence; 0% DMSO wells, 100% apelin;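 active = activation more than six SD over the plate average, tested at 20 µM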;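 also: 0% = DMSO alone and 100% = apelin-13 at 10 nM; some results filed as inactive read as strong as hits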
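Assay system: CHO-K1 cells stably expressing ProLink-tagged human APJ and arrestin–beta-gal acceptor. Compound dosing: 20 µM single point, 1% DMSO. Times: 16-18 h seeding, 90 min dark compound exposure, 60 min detection. Detection: beta-gal luminescence. Evaluation: APJ–arrestin association signal. Controls: negative DMSO alone, positive Apelin-13 at 10 nM.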
697 NFkB inh: inhibitors of the PMA/ionomycin-induced NF-kB reporter in 697 B cells; 697 B-cell NF-kB luciferase reporter, 16 h; 330,000 tested, 0.33% active; inhibition, % at 4 µM; in the data active = inhibition above about 35%
The depositor's hits bear a star.

SMILES	XBP1 UPR activ	Mdm2 MdmX PPI	APJ antagonist	Jurkat NFkB inh	UPR CHOP act	tim23-1 inh	APJ ag	697 NFkB inh
O=C(O)/C=C/C(=O)NNC(=O)c1ccc(Br)cc1	-2	10	-11	1	1.8	-3	-1	-1
CC(=O)Nc1ccc(S(=O)(=O)N2CCc3cc4c(cc3C2C)OCCCO4)cc1 (stereo not given)	-1	19	-24	-13	1.0	18	2	-19
Cc1c(NS(=O)(=O)c2ccc3c(c2)OCCO3)cccc1-c1nc2cccnc2s1	0	29	18	10	-0.2	46	-1	-3
CCOC(=O)C1CCN(C(=O)CNS(=O)(=O)c2cccs2)CC1	1	12	-4	5	1.0	17	4	17
CCn1nnc(NC(=O)c2sc3ccccc3c2Cl)n1	-6	-28	13	-45	0.9	26	-4	-34
COc1ccc(S(=O)(=O)NCC(=O)N(CC(=O)NCC2CCCO2)c2cc(C)ccc2C)cc1 (stereo not given)	-1	-1	-2	-15	-3.7	2	-3	18
CN(C)S(=O)(=O)c1cc(NC2CC(=O)N(c3ccc(F)cc3)C2=O)ccc1Cl (stereo not given)	-1	18	-11	-3	-0.7	9	-2	-7
COCCCn1nnnc1SCC(=O)N1CCCC1	1	-11	2	-2	5.8	3	1	8
CN1CC[C@@]2([C@@]34CCN(C)C3Nc3ccccc34)c3ccccc3NC12 (stereo not given in full)	-2	-1	-37	0	-0.5	2	-3	0
COc1ccc(NC(=O)CS(=O)c2cccc(C(F)(F)F)c2)cc1 (stereo not given)	-2	7	13	0	0.3	3	2	-9
CC(C)c1cc(NC(=O)C(C)(C)C)cc(C(C)C)c1O	-1	0	-16	0	-0.3	8	-14	-3
O=[N+]([O-])c1cccc(S(=O)(=O)N2CCc3ccccc3C2)c1	-4	-34	-28	-3	-0.5	7	7	-24
Cc1ccc(C)c(S(=O)(=O)Nc2ccccc2C(=O)Nc2ccccc2N2CCOCC2)c1	-2	-8	16	4	2.3	9	-1	-5
CCOc1ccc(NC(=O)CN(C)C(=O)/C=C/c2ccco2)cc1OCC	-3	-11	10	8	1.2	1	-4	19
O=C(c1ccc(CNS(=O)(=O)c2ccc(Br)cc2)cc1)N1CCCC1	1	13	10	9	-0.2	-5	-2	-9
Cc1ccc(NC(=O)CSCC(=O)NCc2cccc(C(F)(F)F)c2)cc1	0	30	12	6	-1.7	5	0	-1
Cc1ccccc1-c1nnc(SCC(=O)NCC2CCCO2)o1 (stereo not given)	-2	-13	-9	2	2.0	13	0	16
CCOC(=O)c1c(O)c2c(n(Cc3ccco3)c1=O)CCCC2	0	30	-24	-4	-2.6	12	2	2
CCCOc1cc(N(CC)CC)ccc1/C=C(/C#N)c1nc2ccc(C)cc2[nH]1	9	49	24	-6	-0.4	20	-7	8
CC(=O)Nc1ccc(SC[C@H](C)CN2CC[C@H](C(C)(C)C)CCC2=O)cc1	0	5	-3	-11	3.0	32	-1	-7
CCN(CC)CCN(Cc1cc2cc3c(cc2[nH]c1=O)OCO3)C(=S)NCCCN(C)C	-1	-1	8	-15	-0.4	-16	-2	-14
Cc1cccc(OCC(=O)Nc2ccc(N3CCN(S(C)(=O)=O)CC3)cc2)c1	-1	-28	11	6	0.1	-6	-1	-16
CC(C)CC1(C)NC(=O)N(Cc2cc([N+](=O)[O-])cc3c2OCOC3)C1=O (stereo not given)	-2	-9	-3	3	-0.3	6	-4	6
O=C(NC(=S)Nc1ccc(Cl)cn1)c1cccs1	-5	-87	31	-164	1.9	10	-2	-324
CC(=O)c1ccccc1NC(=O)Cn1c(=O)cnc2ccccc21	-1	26	14	1	-1.9	12	-3	7

Fetched by compound from above, 3 records:
SMILES	XBP1 UPR activ	Mdm2 MdmX PPI	APJ antagonist	Jurkat NFkB inh	UPR CHOP act	tim23-1 inh	APJ ag	697 NFkB inh
CN1CC[C@@]2([C@@]34CCN(C)C3Nc3ccccc34)c3ccccc3NC12 (stereo not given in full)	-2	-1	-37	0	-0.5	2	-3	0
CC(=O)Nc1ccc(S(=O)(=O)N2CCc3cc4c(cc3C2C)OCCCO4)cc1 (stereo not given)	-1	19	-24	-13	1.0	18	2	-19
CC(=O)Nc1ccc(SC[C@H](C)CN2CC[C@H](C(C)(C)C)CCC2=O)cc1	0	5	-3	-11	3.0	32	-1	-7

3 structures out of the list, ordered by formula weight, smallest number first:
SMILES	XBP1 UPR activ	Mdm2 MdmX PPI	APJ antagonist	Jurkat NFkB inh	UPR CHOP act	tim23-1 inh	APJ ag	697 NFkB inh
Cc1ccccc1-c1nnc(SCC(=O)NCC2CCCO2)o1 (stereo not given)	-2	-13	-9	2	2.0	13	0	16
CN1CC[C@@]2([C@@]34CCN(C)C3Nc3ccccc34)c3ccccc3NC12 (stereo not given in full)	-2	-1	-37	0	-0.5	2	-3	0
CCOC(=O)C1CCN(C(=O)CNS(=O)(=O)c2cccs2)CC1	1	12	-4	5	1.0	17	4	17

(next part)
SMILES	XBP1 UPR activ	Mdm2 MdmX PPI	APJ antagonist	Jurkat NFkB inh	UPR CHOP act	tim23-1 inh	APJ ag	697 NFkB inh
CCOC(=O)N/N=C/c1ccc(N2CCOCC2)s1	0	-30	-24	-10	1.6	25	-4	-14
COC(=O)C(C)Oc1ccc(=O)[nH]n1 (stereo not given)	0	11	3	-10	0.9	4	1	11
CN(C)C(=N)c1n[nH]nc1SCc1ccccc1	-2	-18	-18	-4	-0.8	-2	-3	1
O=c1ccc(S(=O)(=O)N2CCCC2)cn1Cc1nc(-c2ccccc2)no1	0	11	-5	-8	-1.4	1	-3	10
Cc1ccc(-n2nc(C(=O)O)c(C)c(C#N)c2=O)cc1Cl	-5	21	-23	-14	0.7	6	1	-14
COc1ccc(CNCC(=O)Nc2cc(C)nn2-c2nc(C)cc(C)n2)cc1OC	1	26	0	35	0.6	9	-3	-10
CCCOc1ccc(CCC(=O)N/N=C/c2ccco2)cc1	3	-12	-5	-1	-2.1	11	4	-15
Cc1cc(C(F)(F)F)nn1CCCNC(=O)c1cnccn1	-2	-2	23	-2	0.2	35	-3	-11
CC1=NN(Cc2ccccc2)C(=O)C1C(c1ccc(Cl)cc1)C(C#N)C#N (stereo not given)	2	44	8	0	1.5	35	5	-2
CCc1nnc(NC(=O)CSc2nnc(C)c(=O)n2N)s1	-6	4	14	7	-0.3	-6	-3	9
COc1ccc(CNC(=O)CCNC(=O)c2ccco2)cc1OC	0	10	6	-3	-0.8	-13	-8	-1
CCOc1cc(CC(=O)N[C@@H](CC(C)C)c2ccccc2N2CCCCC2)ccc1C(=O)O	-8	14	-4	8	-0.8	5	6	27
COc1ccccc1Cc1nc(-c2ccncc2)no1	11	-4	-8	-4	1.7	9	-3	-37
CCOC(=O)CSc1nc2sc3c(c2c(=O)n1-c1ccc(OCC)cc1)CCN(C)C3	2	1	13	-3	1.2	35	-5	-3
CCCCCCCCC1=NCCc2c1[nH]c1ccccc21	14	31	10	19	2.2	57*	-4	9
CC1Sc2ccc(S(=O)(=O)N3CCN(c4ccccc4)CC3)cc2NC1=O (stereo not given)	-9	6	8	4	-2.4	29	7	-27
Cc1ccc(Nc2nnc(SC3CCOC3=O)s2)c(C)c1 (stereo not given)	2	13	10	7	1.4	10	-1	1
Cc1cc(C)c(S(=O)(=O)NCC(c2ccco2)N2CCc3ccccc3C2)c(C)c1 (stereo not given)	-1	13	0	5	2.7	29	-9	12
CCCNc1nc(NCC)nc(OC)n1	-1	3	7	-5	0.2	1	-4	2
CCCCNC(=O)COC(=O)c1cc(C)nc2ccccc12	-1	11	-6	0	-0.7	18	2	2
COc1ccc(N2C(=O)CC(Sc3nc(C)c4c(n3)CCCC4)C2=O)cc1 (stereo not given)	0	39	22	-6	0.4	25	-4	1
C[C@]12C[C@H](O)[C@@H]3c4ccc(O)cc4CCC3[C@@H]1CCC2=O (stereo not given in full)	-1	-12	0	-3	-2.2	9	-1	13
Cn1c(CNc2ccc(Cl)cc2)nnc1SCC#N	-1	7	3	-9	-0.4	3	-4	10
O=C(Cn1cnc2c(cnn2-c2ccc(Cl)cc2)c1=O)NC1CCCCC1	-6	21	0	0	-1.2	-15	1	9
O=C(Cc1ccc(F)cc1)N/N=C/c1ccc2c(c1)OCO2	-2	-18	9	-38	3.2	20	1	-73
SMILES	XBP1 UPR activ	Mdm2 MdmX PPI	APJ antagonist	Jurkat NFkB inh	UPR CHOP act	tim23-1 inh	APJ ag	697 NFkB inh
Cc1cccc(NC(=O)c2nc[nH]c2C(=O)NCCCNC(=O)c2[nH]cnc2C(=O)Nc2cccc(C)c2)c1	9	73*	-9	-21	10	4	-2	21
CC(=O)c1c(C)[nH]c(C(=O)Nc2cccc(S(=O)(=O)N3CCCCC3)c2)c1C	-2	72*	-19	0	-0.2	7	-1	14
CC(NS(=O)(=O)c1ccc2c(c1)CC(C)N2C(=O)C1CC1)c1ccccc1 (stereo not given)	-3	12	26	9	2.7	28	-3	-17
O=C(NC(=S)Nc1ccccc1Cl)c1cncc(Br)c1	1	-5	17	-5	2.0	15	-4	-28
CCCn1cc(CN2CCN(Cc3ccc(C)o3)C(CCO)C2)c(C)n1 (stereo not given)	-1	16	-2	-10	-1.1	-5	-2	6
CSC1=NCCN1C(=O)c1c(F)cccc1Cl	-3	13	2	-2	-2.5	3	-4	23
CC(C)(C)OC(=O)NCCc1nnc(SCC(=O)c2ccc(Cl)cc2)o1	-1	10	0	1	1.4	34	8	-28
Cc1cccc(N2CCN(C(=O)CSc3nc4ccccc4nc3N3CC(C)OC(C)C3)CC2)c1C (stereo not given)	-4	41	14	22	-2.1	11	-2	-27
Cc1ccc(Nc2nc(/N=C/N(C)C)n[nH]2)cc1C	2	-38	-2	-29	3.2	12	-3	-6
CCOC(=O)c1c(C2COc3ccccc3O2)csc1N (stereo not given)	4	3	7	-10	-2.1	21	-2	-19
Cc1ccc(OCC(=O)c2cc(C)n(-c3ccccc3)c2C)c([N+](=O)[O-])n1	-5	37	-3	76*	-4.8	32	1	12
CCCn1c(=O)c2ccccc2n2c(SCc3nc4ccccc4s3)nnc12	-1	-33	-10	-71	5.6	19	-3	-140
O=C(NNC(=O)c1n[nH]c(=O)c2ccccc12)c1ccc(Br)cc1	-3	13	19	-6	3.8	-3	-2	12
CCc1ccc(OCC(=O)Nc2ccc(S(=O)(=O)N3CCCC3)cc2)c(Br)c1	-2	0	-16	-11	-2.1	-4	3	4
CCOC(=O)C1CCN(CC(=O)Nc2ccc(OC)c(S(=O)(=O)N3CCCCC3)c2)CC1	-3	14	11	11	-1.9	-7	-2	12
Cc1cc2sc(NC(=O)c3ccco3)nc2cc1Cl	-7	0	-3	-127	1.1	20	-2	-360
O=C(COc1ccc(Br)cc1)NCCCN1CCCC1=O	-3	27	-2	-8	-1.9	8	-2	19
CCOC(=O)N1CCC(=NNC(N)=O)CC1	-1	18	3	1	1.9	-14	-2	3
O=C(CCNC(=O)c1ccco1)Nc1cccc(Br)c1	1	-15	13	1	1.8	-21	-1	10
CCOc1ccc(S(=O)(=O)N2CCCC(C(=O)NCc3cccnc3)C2)cc1C (stereo not given)	-6	14	-21	5	0.7	18	0	8
O=C(CSc1nnc(-c2ccccc2)o1)NC1CCCC1	-3	0	-61	-1	0.6	-7	-6	14
O=C(Nc1ccccc1)c1ccc(N2CCN(c3ccccn3)CC2)c(S(=O)(=O)N2CCOCC2)c1	0	3	-7	-6	-2.1	40	-2	2
CC(C)C1CC(c2ccccc2)(C(CN)CO)CCO1 (stereo not given)	-4	3	-4	9	0.2	-4	-1	23
CCOc1ccc(C(=O)Nc2cc(-c3nc4ccccc4[nH]3)ccc2Cl)cc1[N+](=O)[O-]	35*	93*	-1	-4	0.9	13	2	-32
COc1cc(CCC(=O)Nc2c(C(=O)N3CCN(c4ccccc4)CC3)oc3ccccc23)on1	-2	10	8	20	2.2	35	0	-17

Source: PubChem (Sanford-Burnham Center for Chemical Genomics)
